RGS8-Gao reg = human RGS8-Galphao interaction regulation | P09471 | multiplexed bead flow cytometry, RGS8-Galphao binding; actives lie on both sides | response (percent of control binding), % at 10 µM | 220,000 compounds, 0.34% hits; in the data active = response below about 60% or above about 140%; inactive = in between;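 note: Galphao activated as the GDP aluminium fluoride complex binding bead-coupled RGS8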
Bim-Bcl-B = human Bim-Bcl-B interaction inhibition. AID 951. 190,000 compounds, 0.073% hits. inhibition, % at 10 µM. bead-based flow cytometry, Bim peptide-Bcl-B binding;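 note: 0% = tracer peptide without compound and 100% = reference inhibitor peptide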
Target sequence (Q9HD36 whole entry, looked up): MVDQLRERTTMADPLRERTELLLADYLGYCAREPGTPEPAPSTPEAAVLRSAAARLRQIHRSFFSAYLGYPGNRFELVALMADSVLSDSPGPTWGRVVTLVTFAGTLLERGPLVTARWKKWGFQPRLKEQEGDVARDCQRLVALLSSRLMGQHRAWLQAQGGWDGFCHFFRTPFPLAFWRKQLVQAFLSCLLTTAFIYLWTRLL
Bfl-1 Bim block = disrupts Bim binding to human Bfl-1 | Q16548 | Bead-based flow cytometry, Bim-Bfl-1 binding inhibition | inhibition, % at 10 µM | 190,000 compounds, 0.12% hits;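 note: 0% = wells without compound plus tracer and 100% = blocker peptide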
GSH bead fluor = compound fluoresces at 488/530 nm on GSH beads; GSH beads flow cytometry, compound fluorescence 488/530 nm; stronger effect = higher value; fluorescence (KMESF) at 10 µM; 190,000 compounds, 0.25% hits; AID 1776; in the data active = fluorescence above about 89;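 note: glutathione beads carrying GST-tagged Bcl family fusion proteins plus one bare bead set; values are compound well signal with DMSO vehicle wells as background; inactives centre near 16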
Bim-Bcl-XL = disrupts Bim peptide binding to human Bcl-XL; Q07817; 190,000 compounds, 0.04% hits; bead flow cytometry, fluorescence; AID 1007; inhibition, % at 10 µM
Target sequence (Q07817 whole entry, looked up): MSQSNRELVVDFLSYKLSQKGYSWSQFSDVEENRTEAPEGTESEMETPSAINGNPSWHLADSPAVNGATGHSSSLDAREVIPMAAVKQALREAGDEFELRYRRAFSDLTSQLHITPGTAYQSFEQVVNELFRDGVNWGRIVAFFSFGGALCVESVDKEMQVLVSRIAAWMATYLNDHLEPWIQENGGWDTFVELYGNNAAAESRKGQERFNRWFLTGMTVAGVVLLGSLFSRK
RGS7-Gao = human RGS7-Galphao interaction regulation | P09471 | Multiplexed bead flow cytometry, RGS7-Galphao binding; actives lie on both sides | binding response (% of control), % at 10 µM | 220,000 compounds, 0.35% hits; in the data active = binding response below about 49% or above about 150%; inconclusive = no clear call, values can overlap the other calls; inactive = in between;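 note: fluorescent Galphao held in activated GDP-AlF4 state binding bead-coupled RGS7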
Bcl-2 Bim block = human Bim-Bcl-2 interaction inhibition; P10415; Bead-based flow cytometry, Bim peptide-Bcl-2 binding; inhibition, % at 10 µM; 190,000 compounds, 0.06% hits; AID 950; in the data active = inhibition above about 40%; inconclusive = no clear call, values can overlap the other calls;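 note: 0% = no compound wells with probe peptide and 100% = reference peptide inhibitor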
Target sequence (P10415 whole entry, looked up): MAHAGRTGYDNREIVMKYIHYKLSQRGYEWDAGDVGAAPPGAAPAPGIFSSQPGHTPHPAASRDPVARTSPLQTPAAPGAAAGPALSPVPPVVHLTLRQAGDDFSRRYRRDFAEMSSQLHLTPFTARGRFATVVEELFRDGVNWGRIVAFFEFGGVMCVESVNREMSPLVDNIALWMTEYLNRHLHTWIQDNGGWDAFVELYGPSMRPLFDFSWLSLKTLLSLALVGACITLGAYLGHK
ABCG2 block = blocks JC-1 efflux by human ABCG2 transporter; IgMXP3 cells, flow cytometry; Q9UNQ0; inhibition, % at 6.6 µM; 190,000 compounds, 0.1% hits; AID 1325;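 active = inhibition above 80%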;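 note: 0% = DMSO and 100% = nicardipine control wells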
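Test system: IgMXP3 cells (ABCG2) mixed with DDAO far-red-labelled CCRF-Adr cells (ABCB1). Reagent: JC-1 transporter substrate. Compound dosing: single test compound dose, 6.6 µM final. Times: 10 min compound exposure, 25 °C. Detection: flow cytometry of retained JC-1 fluorescence. Read-out basis: efflux inhibition in percent versus controls. Controls: nicardipine and DMSO wells.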
ABCB1 inh = human ABCB1 inhibition, ABCG2 as counter-screen | P08183 | CCRF-Adr cells, JC-1 efflux, flow cytometry | inhibition, % at 6.6 µM | 190,000 compounds, 0.067% hits; in the data active = inhibition above about 40%;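 note: 0% = vehicle and 100% = reference inhibitor; higher value means more JC-1 retained so stronger ABCB1 efflux block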
RGS4-Gao reg = human RGS4-Galphao interaction regulation. P09471. Multiplexed bead flow cytometry, RGS4-Galphao binding; actives lie on both sides. binding response (% of control), % at 10 µM. 220,000 compounds, 0.33% hits. AID 1415; in the data active = binding response below about 49% or above about 150%; inactive = in between;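 note: fluorescent Galphao activated with aluminum fluoride binding bead-coupled RGS4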
Bim-Bcl-W = disrupts Bim peptide binding to human Bcl-W. Q92843. bead-based flow cytometry. inhibition, % at 10 µM. 190,000 compounds, 0.02% hits;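 note: 0% = bound tracer without compound and 100% = peptide blocker; higher means less fluorescent Bim peptide bound to Bcl-W beads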
Target sequence (Q92843 whole entry, looked up): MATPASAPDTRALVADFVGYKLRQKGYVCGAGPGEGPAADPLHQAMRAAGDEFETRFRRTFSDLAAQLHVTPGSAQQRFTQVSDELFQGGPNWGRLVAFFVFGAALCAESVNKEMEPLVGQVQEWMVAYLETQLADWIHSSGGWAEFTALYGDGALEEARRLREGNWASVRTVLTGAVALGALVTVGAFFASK
Starred values were filed as active, the others as inactive; ? = inconclusive; · = no result given. Cut-off read from the data, not from the text of the source, unless noted: active = inhibition above about 40%.

SMILES | RGS8-Gao reg | Bim-Bcl-B | Bfl-1 Bim block | GSH bead fluor | Bim-Bcl-XL | RGS7-Gao | Bcl-2 Bim block | ABCG2 block | ABCB1 inh | RGS4-Gao reg | Bim-Bcl-W
Cc1noc(C)c1CN(C(=S)NC(C)C)c1ccccc1 | 102 | -1 | -2 | 10 | -3 | 105 | -2 | 0 | 0.0 | 103 | 4
CC1CCCCC1NC(=O)c1ccc(N2CCCC2=O)cc1 (configuration not stated) | 90 | -8 | -15 | 26 | -15 | 93 | -10 | 4 | 0.6 | 91 | -1
CC(=O)N1CC=C2C(C#N)=C(N)C(C#N)(C#N)C(C)C2C1 (configuration not stated) | 101 | -3 | 1 | 4 | -2 | 106 | -4 | -1 | 0.0 | 103 | -3
CCc1nn(CC(=O)Nc2ccc(Br)c(C)c2)c(=N)s1 | 98 | -3 | -1 | 13 | -2 | 101 | 1 | 18 | 1.9 | 100 | 1
CN(C)/C=C(\C#N)C(=O)c1cccnc1Oc1cccc(F)c1 | 101 | -4 | -2 | 16 | -1 | 99 | 0 | 2 | 0.5 | 99 | -3
COc1cc2cc(CN(Cc3cccnc3)C(=O)Nc3ccccc3)c(=O)[nH]c2cc1OC | 104 | -3 | -6 | 11 | -2 | 107 | 1 | 12 | 1.1 | 104 | -2
Cc1ccc(C(=O)N/C(=C\c2ccccc2)C(=O)NCc2cccnc2)cc1 | 97 | 1 | 5 | 18 | 1 | 104 | -2 | 0 | -0.5 | 98 | 1
O=C(NCC1CCCO1)c1ccc(NS(=O)(=O)c2ccccc2)cc1 (configuration not stated) | 100 | -7 | -8 | 15 | -4 | 94 | -4 | 2 | 0.3 | 102 | -5
O=C(Nc1ccc(F)c(Cl)c1)N1CCCC1 | 99 | -1 | -6 | 18 | -1 | 94 | 0 | 6 | 1.6 | 100 | -2
C(=N\n1cnnc1)/c1cccn1-c1ccccc1 | 100 | -5 | -4 | 14 | -4 | 102 | -7 | 1 | 0.2 | 103 | -2
Cc1cc(C2=NNC(=NC3CC3)SC2)c(C)n1-c1ccccc1 | 100 | -11 | -1 | 18 | -11 | 97 | -5 | 0 | 0.1 | 99 | -3
CC(C)Oc1ccc(-c2cc(=O)[nH]c(=O)[nH]2)cc1 | 101 | 0 | -4 | 28 | -2 | 99 | -1 | -6 | -5.6 | 95 | 0
Cc1ccc(S(=O)(=O)N(C)C)cc1NC(=S)NCCc1ccccn1 | 100 | 0 | 2 | 16 | 0 | 101 | 0 | 5 | 0.0 | 102 | -2
CCN(CC)S(=O)(=O)c1cc(C(=O)OCC(=O)NC2CCCc3ccccc32)ccc1C (configuration not stated) | 103 | -10 | -18 | 12 | -12 | 101 | -9 | 8 | 1.5 | 99 | -4
Cc1ccc(C(=O)N2N=C3c4ccccc4S(=O)(=O)N3[C@H]2N(C)C)cc1 | 107 | -1 | -7 | 11 | -1 | 103 | -2 | 1 | 0.4 | 103 | -5
COC(=O)c1sc(NC(=O)Cc2cccs2)nc1C | 114 | -2 | 0 | 8 | 0 | 113 | 1 | 5 | 0.9 | 113 | 1
Cc1nc(C)c(CCNC(=O)c2ccccc2Br)s1 | 100 | -12 | -12 | 18 | -9 | 101 | -7 | 1 | 0.1 | 99 | -5
CCOC(=O)/C(=N\Nc1ccc(Cl)cc1)Sc1nnc(-c2ccc(OC)cc2)n1C | 66 | 4 | -4 | 9 | 0 | 102 | 0 | -6 | -1.0 | 98 | 0
CC(=O)NCCN=Cc1sc2ccccc2c1O | 103 | -5 | -7 | 14 | -4 | 104 | -6 | 0 | 0.1 | 103 | 0
CC(C)(CCl)C(=O)Nc1ccnc(-c2ccncc2)n1 | 104 | -4 | -2 | 16 | 0 | 101 | -1 | 0 | 0.2 | 101 | 0
CC1Oc2ccccc2N(CC(=O)N(Cc2ccccc2)Cc2ccccn2)C1=O (configuration not stated) | 88 | -6 | -16 | 30 | -4 | 85 | -8 | 2 | 0.7 | 81 | -1
COCc1cc(=O)[nH]c(Sc2c(-c3ccccc3)c3ccc(Cl)cc3[nH]c2=O)n1 | 102 | -1 | 1 | 11 | -2 | 100 | 0 | 3 | 0.7 | 99 | 0
OCC1(CC2CCCCO2)CCN(C/C=C/c2ccccc2)CC1 (configuration not stated) | 102 | -2 | -3 | 15 | -1 | 100 | 0 | 14 | -1.3 | 102 | 0
O=C(/C=C/c1ccco1)NCc1ccccn1 | 93 | -10 | -2 | 13 | -2 | 87 | 0 | 2 | 0.2 | 91 | -4
O=C(CCCCn1c(=O)[nH]c2ccccc2c1=O)NC1CCN(Cc2ccccc2)CC1 | 99 | -7 | -5 | 14 | -6 | 94 | 1 | 9 | 0.7 | 97 | -6
COc1ccc(N2C(=O)CSC23CCCCC3)cc1 | 100 | 2 | 0 | 30 | 0 | 92 | 0 | 8 | 0.3 | 101 | 1
COc1ccccc1NC(=S)NC(=O)/C=C/c1ccco1 | 99 | -4 | 4 | 8 | -2 | 87 | 1 | 0 | 0.4 | 97 | -1
CC1(C)NC(=O)N(CCCCOc2ccc(Cl)cc2)C1=O | 103 | -10 | -20 | 35 | -11 | 99 | -14 | 16 | 0.5 | 102 | -5
O=C(CSc1ncc(-c2ccc(F)cc2)n1Cc1ccco1)Nc1ccc2c(c1)OCO2 | 101 | -1 | 2 | 15 | 2 | 103 | 4 | 2 | 0.5 | 102 | -2
COc1ccc(Nc2ccc(N3C(=O)CCC3=O)cc2[N+](=O)[O-])cn1 | 102 | -6 | -6 | 59 | -1 | 95 | 0 | 1 | 0.4 | 99 | 0
COc1ccc(N(CC(=O)Nc2ccccc2C(N)=O)S(=O)(=O)c2ccc(C)c([N+](=O)[O-])c2)cc1 | 105 | -2 | 7 | 11 | -1 | 109 | 1 | 0 | 0.0 | 106 | 0
Cc1[nH]n(-c2ccc([N+](=O)[O-])cc2)c(=O)c1C=NCCN1CCN(C(=O)c2ccc(Br)cc2)CC1 | 110 | -3 | -2 | 8 | -5 | 103 | -3 | 3 | 2.2 | 106 | -3
C=CCn1c(SCC(=O)NC(=O)c2cccc([N+](=O)[O-])c2)nnc1-c1ccccc1 | 124 | -6 | -1 | 9 | -2 | 132 | -4 | 0 | -0.1 | 133 | -5
Clc1ccccc1CN(Cc1ccco1)Cc1nnnn1C1CCCC1 | 102 | 0 | 1 | 18 | -3 | 98 | 3 | 4 | 0.7 | 101 | 1
CCc1cc2c3c(c(=O)oc2cc1O)CCCC3 | 91 | 4 | 3 | 11 | 3 | 95 | 5 | 0 | -0.1 | 96 | 2
CCOCCCNC(=O)C(c1ccc(OC)cc1)N(Cc1cccs1)C(=O)c1ccccn1 (configuration not stated) | 107 | 1 | -2 | 10 | 1 | 104 | 0 | 3 | 0.5 | 103 | 1
CCCCNC(=O)Nc1nnc(-c2ccc(OCC)cc2)o1 | 99 | -6 | -15 | 13 | -2 | 100 | -1 | 8 | 1.2 | 99 | 1
FC(F)(F)c1ccc2c(c1)NCC1CCCN21 (configuration not stated) | 102 | -6 | 0 | 10 | -3 | 101 | -2 | -1 | -0.2 | 104 | 0
C=CCOc1ccc(CNc2nccs2)cc1OCC | 104 | 0 | 1 | 24 | 2 | 95 | · | -1 | -0.2 | 101 | 1
O=C(CCN1C(=O)C2(OCCO2)c2ccccc21)c1ccccc1 | 101 | -11 | -17 | 26 | -4 | 97 | -11 | 14 | 1.2 | 102 | -3
Cc1ccnc(NC(=O)c2cccs2)c1 | 100 | -1 | -6 | 30 | 0 | 97 | -2 | 7 | 1.4 | 100 | 0
COc1ccc(CCNC(=O)CCS(=O)(=O)c2ccc3c(c2)CCN3C(C)=O)cc1OC | 101 | -6 | -8 | 12 | -2 | 98 | -10 | 1 | 0.3 | 97 | 0
O=C(CCN1C(=O)C2C3CC(C(Br)C3Br)C2C1=O)OCC(=O)c1ccccc1 (configuration not stated) | 102 | -3 | -9 | 15 | -6 | 100 | -7 | 1 | 0.4 | 103 | -3
O=C(CSc1nnc(NC2CCCCC2)s1)Nc1ccc2c(c1)C(=O)c1ccccc1C2=O | 100 | 1 | -1 | 12 | 8 | 98 | -2 | -9 | -1.2 | 99 | 5
CCN(CC)S(=O)(=O)c1cccc(C(=O)NCC(c2ccccc2)N(C)C)c1 (configuration not stated) | 100 | 0 | -1 | 11 | 0 | 99 | 2 | 2 | 0.9 | 97 | 0
CCOCC(=O)Nc1c(C(=O)Nc2ccccc2OC)oc2ccccc12 | 98 | -11 | 2 | 15 | -2 | 98 | -3 | 12 | 1.4 | 101 | -1
CCN(CCCNC(=O)CCCn1c(=O)[nH]c2ccccc2c1=O)c1cccc(C)c1 | 102 | -4 | -1 | 14 | 0 | 99 | -1 | 7 | 1.0 | 97 | -4
O=C(Cc1ccc(Cl)cc1)NCc1ccccc1Cl | 98 | 0 | 0 | 72 | -2 | 100 | 0 | 2 | 0.8 | 98 | 0
COc1ccc2nc(SCc3ccccc3C)nc(C)c2c1 | 92 | -12 | -6 | 12 | -6 | 94 | -8 | 90* | 1.6 | 95 | -7
CC1(C)CC(=O)C=C(Nc2ccc(Br)cn2)C1 | 101 | 0 | -1 | 14 | 0 | 96 | -1 | 5 | 0.9 | 95 | -1
N#Cc1nc(Cc2cccc3ccccc23)oc1NCCCN1CCOCC1 | 99 | -12 | -17 | 25 | -5 | 100 | -11 | 16 | 2.0 | 103 | -3
CN(C)S(=O)(=O)c1ccc(NC(=O)N2CCOCC2)cc1 | 100 | -5 | -7 | 18 | -5 | ? | -3 | 5 | 0.8 | 101 | -5
CCC(=O)NCCNC(=O)c1c(SC)nsc1SC | 100 | -4 | 0 | 18 | -15 | 101 | -2 | 1 | 0.2 | 101 | -8
CCOC(=O)C1(Cc2ccc(OC)cc2)CCN(C(=O)Cc2cccnc2)CC1 | 104 | -2 | -5 | 17 | -2 | 108 | -7 | 2 | 3.4 | 107 | 0
CCN(CC)S(=O)(=O)c1ccc(N=N/C(C(C)=O)=C(/C)O)cc1 | 97 | -1 | -1 | 21 | 1 | 100 | 0 | 4 | 0.8 | 100 | 0
Cc1ccc(-c2nnc(Nc3ccccc3)c3ccccc23)cc1S(=O)(=O)NCC1CCCO1 (configuration not stated) | 103 | -8 | -16 | 26 | -6 | 102 | -13 | 3 | 3.0 | 102 | -2
COC(=O)[C@H](C)NC(=O)/C=C/c1ccc(OC)cc1 | 98 | -4 | -4 | 11 | -4 | 99 | -2 | 5 | 0.2 | 95 | -4
CNc1ccccc1C(=O)OCC(C)=O | 103 | -9 | -2 | 18 | -8 | 101 | -1 | -6 | 0.6 | 103 | -4

Sorted by heavy-atom count (largest number first): 3 of the compounds above
SMILES | RGS8-Gao reg | Bim-Bcl-B | Bfl-1 Bim block | GSH bead fluor | Bim-Bcl-XL | RGS7-Gao | Bcl-2 Bim block | ABCG2 block | ABCB1 inh | RGS4-Gao reg | Bim-Bcl-W
C=CCn1c(SCC(=O)NC(=O)c2cccc([N+](=O)[O-])c2)nnc1-c1ccccc1 | 124 | -6 | -1 | 9 | -2 | 132 | -4 | 0 | -0.1 | 133 | -5
CC(=O)N1CC=C2C(C#N)=C(N)C(C#N)(C#N)C(C)C2C1 (configuration not stated) | 101 | -3 | 1 | 4 | -2 | 106 | -4 | -1 | 0.0 | 103 | -3
CC(=O)NCCN=Cc1sc2ccccc2c1O | 103 | -5 | -7 | 14 | -4 | 104 | -6 | 0 | 0.1 | 103 | 0

Screening data deposited in PubChem by NMMLSC.

Not a hit list; about 1.1% have a hit in one of these screens.
